# Compound activity: PubChem BioAssay, several laboratories
# OXTR ag = human OXTR agonists, primary screen, fluorescence, CHO-OTR cells, Fluo-8 calcium; AID 2435, 2010; activation, % at 3 µM; 320,000 compounds, 0.32% hits; Oxytocin receptor (Homo sapiens), P30559; Fluo-8 calcium fluorescence; normalized: DMSO 0%, oxytocin 100%;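 active = activation above the mean of all tested compounds plus 3 SD, cutoff set per screening run, cut at about 20% in these data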;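 note: peak over basal fluorescence ratio from a 100 s FLIPR kinetic read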
# GPR7 antagonist = GPR7 receptor antagonists, primary screen, cell-based, fluorescence, single concentration | 290,000 compounds, 1.1% hits | inhibition, % at 4.4 µM | GPR7-expressing cells, fluorescence antagonist assay | Neuropeptides B/W receptor type 1 (Homo sapiens), P48145; in the data active = inhibition above about 16%, passing the limit was not always enough;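 note: cells stimulated with the agonist NPW; 0% = agonist with vehicle and 100% = vehicle without agonist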
# Target sequence (P48145 whole entry, looked up): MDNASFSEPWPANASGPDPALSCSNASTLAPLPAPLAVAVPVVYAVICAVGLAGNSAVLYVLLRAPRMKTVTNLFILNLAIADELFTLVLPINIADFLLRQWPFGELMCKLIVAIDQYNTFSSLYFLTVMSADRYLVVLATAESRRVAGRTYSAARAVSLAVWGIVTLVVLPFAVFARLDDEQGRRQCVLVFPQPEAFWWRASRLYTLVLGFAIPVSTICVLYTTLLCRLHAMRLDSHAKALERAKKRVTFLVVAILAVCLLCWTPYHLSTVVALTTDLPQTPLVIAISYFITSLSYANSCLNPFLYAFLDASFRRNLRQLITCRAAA
# MEKK3 PB1 HTS = modulators of MEKK3-MEK5 PB1 binding, primary screen, biochemical, wildtype MEKK3, multiplex bead flow cytometry, Alexa488-MEK5; Mitogen-activated protein kinase kinase kinase 3 (Homo sapiens), Q99759; binding response (% of control), % at 10 µM; 290,000 compounds, 1.4% hits; bead-based flow cytometry, Alexa488-MEK5 binding to MEKK3; actives lie on both sides; 0 = blocked by unlabeled MEK5, 100 = vehicle;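 active = binding response more than 3 SD above or below the average of its plate-row segment, actives on both sides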;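 note: Alexa488 bead fluorescence after subtracting the streptavidin-only scavenger bead signal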
# Target sequence (Q99759 whole entry, looked up): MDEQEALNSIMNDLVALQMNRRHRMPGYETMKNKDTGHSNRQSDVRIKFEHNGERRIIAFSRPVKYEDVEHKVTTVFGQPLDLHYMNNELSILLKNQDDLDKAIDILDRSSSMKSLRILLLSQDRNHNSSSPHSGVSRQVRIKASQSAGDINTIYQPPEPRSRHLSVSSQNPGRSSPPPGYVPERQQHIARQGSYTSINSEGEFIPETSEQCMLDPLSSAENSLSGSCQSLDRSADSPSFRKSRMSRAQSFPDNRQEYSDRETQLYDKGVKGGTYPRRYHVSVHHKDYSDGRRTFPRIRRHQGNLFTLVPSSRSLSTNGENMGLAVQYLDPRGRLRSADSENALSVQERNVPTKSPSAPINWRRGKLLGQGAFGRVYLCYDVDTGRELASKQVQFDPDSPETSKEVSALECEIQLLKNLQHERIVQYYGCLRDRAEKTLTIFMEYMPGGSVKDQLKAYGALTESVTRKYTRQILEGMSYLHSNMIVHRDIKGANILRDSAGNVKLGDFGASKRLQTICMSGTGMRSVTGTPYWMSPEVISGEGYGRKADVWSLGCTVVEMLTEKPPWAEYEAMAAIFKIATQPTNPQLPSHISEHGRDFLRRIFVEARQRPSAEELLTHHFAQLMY
# M18AAP inhibitor = PfM18AAP inhibitors, malaria aminopeptidase, primary screen, biochemical, QFRET, recombinant enzyme | 290,000 compounds, 1.2% hits | inhibition, % at 7.35 µM | H-Glu-NHMec fluorogenic cleavage | AID 1822, 2009 | M18 aspartyl aminopeptidase (Plasmodium falciparum 3D7);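 active = inhibition above the campaign mean inhibition over all tested compounds plus 3 SD, cut at about 28% in these data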;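 note: 0% = plate median of test compound wells and 100% = 2 mM ZnCl2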
# MEKK2mut PB1 HTS = MEK5 binding signal on mutant MEKK2 PB1, primary screen, biochemical, multiplex bead flow cytometry, Alexa488-MEK5. Alexa488-MEK5 binding to MEKK2 mutant. percent response, % at 10 µM. 290,000 compounds, 0.35% hits. AID 1530, 2009; in the data active = percent response above about 24%, passing the limit was not always enough; note: inactives centre near 1; some results filed as inactive read as strong as hits; reference of the scale not given here
# DNA FID counter = compounds displacing fluorescent DNA intercalator, primary screen, artefact control for HCV NS3 helicase inhibitor project, biochemical, FID fluorescence | DNA fluorescent intercalator displacement | inhibition, % at 7.9 µM | 290,000 compounds, 0.17% hits | AID 1845, 2009; in the data active = inhibition above about 37%;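 note: 0% = vehicle and 100% = reference compound; higher means more ethidium bromide displaced from hairpin DNA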
# NALP1 yeast inh = NALP1 inflammasome inhibitors in reconstituted yeast, colorimetric, S. cerevisiae, triplicate retest; S. cerevisiae NALP1/ASC/caspase-1 growth, X-gal OD620, 72 h; inhibition, % at 10 µM; 280,000 compounds, 0.61% hits; AID 2071, 2009; in the data active = inhibition mostly above about 24%, no sharp cut-off; inactive = mostly below about 32%; note: some compounds called inactive have numbers as strong as hits
# MEKK2 WT-MEK5 = modulators of MEK5 binding to wildtype MEKK2, primary screen, biochemical, multiplex bead flow cytometry, Alexa488-MEK5. binding response (% of control), % at 10 µM. AID 1531, 2009. 290,000 compounds, 1.1% hits. Alexa488-MEK5 binding to MEKK2 WT; actives lie on both sides; in the data active = binding response below about 67% or above about 130%
# PHOSPHO1 inh = PubChem AID 1565; inhibition, % at 13.3 µM; 290,000 compounds, 1.1% hits; recombinant PHOSPHO1, absorbance phosphatase assay; in the data active = inhibition above about 60%
# The depositor's hits bear a star; · = no result given. An unsorted share of the library. Share with any hit: about 6.2%.
SMILES,OXTR ag,GPR7 antagonist,MEKK3 PB1 HTS,M18AAP inhibitor,MEKK2mut PB1 HTS,DNA FID counter,NALP1 yeast inh,MEKK2 WT-MEK5,PHOSPHO1 inh
Cc1ccc(S(=O)(=O)NNC(=O)NC23CC4CC(CC(C4)C2)C3)cc1,-0.2,-6.6,102.0,-2.8,-3.0,-12.9,30.8,99.0,1.5
CCCCNc1c(NC(C)=O)c(=O)oc2ccccc12,0.1,2.2,106.0,-9.5,-1.0,-7.0,23.9,106.0,-2.4
COc1ccc(NC(=O)CNc2cccc(C#N)c2)cc1Cl,2.6,-11.4,106.0,3.0,1.0,2.0,11.7,105.0,43.6
Cc1ccc(OCc2ccoc2C(=O)O)cc1C,0.8,-9.6,90.0,10.8,-4.0,-4.4,17.0,95.0,16.5
CC(CCc1ccco1)NC(=O)Cn1nc(Cc2ccncc2)c2ccccc2c1=O (configuration not stated),-1.3,-0.2,103.0,-5.1,2.0,-17.6,18.6,106.0,0.7
Oc1ccccc1Cn1c(-c2ccccc2O)nc2ccccc21,-0.3,2.7,101.0,12.9,2.0,10.7,31.0,96.0,6.9
Cc1c(NC(=O)c2cc3nc(-c4ccccc4)cc(C)n3n2)c(=O)n(-c2ccccc2)n1C,-1.3,-3.8,103.0,5.2,3.0,-38.7,9.8,103.0,-16.2
Cc1c(-n2c(SCC(=O)NC(C)C)nc3ccccc3c2=O)c(=O)n(-c2ccccc2)n1C,1.1,-4.1,97.0,-1.8,-4.0,-10.2,-1.2,94.0,32.6
NC(=O)C1CCN(C(=O)CSc2nc3ccccc3s2)CC1,0.1,3.2,110.0,-6.6,9.0,-1.2,-10.0,116.0,3.2
CCN1C(=S)SC(=O)C1=C1C=C(C)N(CCO)C(C)=C1,3.0,-3.4,91.0,6.3,-6.0,7.1,-8.2,92.0,41.0
Cc1ccc2occ(C3N[C@H](C(=O)O)CS3)c(=O)c2c1 (some centres not stated),-0.6,-7.8,85.0,23.8,-9.0,0.8,-5.4,92.0,26.7
COc1cc2c(cc1OC)CN(S(=O)(=O)c1cccs1)CC2,-0.2,11.4,96.0,-0.7,-4.0,-4.0,31.5,94.0,-10.6
COC(=O)CSc1nc2nc(C)cc(C)n2n1,-0.2,-12.8,96.0,2.3,-1.0,-1.7,28.6,98.0,-6.0
CNc1ccc(Br)cc(C(=O)/C=C/c2cccc(Cl)c2Cl)c1=O,·,-0.8,93.0,18.4,-10.0,-12.2,2.6,74.0,3.5
CC(=O)N1CCN(c2ccc(NCc3ccc4c(c3)OCO4)cc2)CC1,-0.1,-4.8,102.0,13.5,2.0,-8.9,23.6,106.0,8.9
O=[N+]([O-])c1ccc(NC(=S)NCCc2ccc(Cl)cc2)cc1,14.9,48.9*,102.0,2.8,17.0,17.4,23.7,121.0,-17.9
COCCNC(=O)C(c1cccnc1)N(Cc1ccccc1)C(=O)Cn1nnc2ccccc21 (configuration not stated),0.1,-1.1,103.0,-1.8,-5.0,-11.4,-21.2,99.0,12.2
Cc1ccsc1C(=O)N/N=C/c1ccc([N+](=O)[O-])cc1,1.0,-7.1,102.0,-4.0,2.0,5.0,26.6,99.0,-6.9
O=C(c1cc(COc2c(F)cccc2F)on1)N1CCSCC1,-0.5,-5.0,99.0,3.7,-2.0,-6.6,-68.5,95.0,31.8
CCOC(=O)c1c(NC(=O)CSc2nnc(-c3cccnc3)o2)sc2c1CCC2,0.6,-11.4,98.0,-2.6,0.0,-2.4,6.0,97.0,-10.8
FC(F)(F)c1cccc(NC(=S)NCc2ccc(Cl)cc2)c1,12.2,28.4*,115.0,-3.5,4.0,-9.8,1.3,131.0,2.0
COc1ccc(OC/C(O)=C(\C#N)c2nc3ccccc3[nH]2)cc1,1.9,2.9,·,1.9,·,-3.1,41.9,·,10.7
Cc1cccc(-c2ncc(CN3CCN(CCC(C)C)C(CCO)C3)cn2)c1 (configuration not stated),1.6,18.5*,96.0,-4.4,-1.0,24.8,5.2,102.0,34.6
Cc1ccc(NC(=O)COc2cccnc2[N+](=O)[O-])cc1S(=O)(=O)N1CCOCC1,0.5,-8.1,104.0,-0.7,2.0,-4.6,2.7,102.0,-12.2
Cc1nc(SCC(N)=O)c(C#N)c(C)c1C,-1.0,-10.2,88.0,0.8,-7.0,-2.5,·,84.0,27.3

# Structures from the list above that have a cyano group, in the order listed:
SMILES,OXTR ag,GPR7 antagonist,MEKK3 PB1 HTS,M18AAP inhibitor,MEKK2mut PB1 HTS,DNA FID counter,NALP1 yeast inh,MEKK2 WT-MEK5,PHOSPHO1 inh
COc1ccc(NC(=O)CNc2cccc(C#N)c2)cc1Cl,2.6,-11.4,106.0,3.0,1.0,2.0,11.7,105.0,43.6
COc1ccc(OC/C(O)=C(\C#N)c2nc3ccccc3[nH]2)cc1,1.9,2.9,·,1.9,·,-3.1,41.9,·,10.7
Cc1nc(SCC(N)=O)c(C#N)c(C)c1C,-1.0,-10.2,88.0,0.8,-7.0,-2.5,·,84.0,27.3

# Further results follow:
SMILES,OXTR ag,GPR7 antagonist,MEKK3 PB1 HTS,M18AAP inhibitor,MEKK2mut PB1 HTS,DNA FID counter,NALP1 yeast inh,MEKK2 WT-MEK5,PHOSPHO1 inh
CN(CC(=O)Nc1ccccc1F)Cc1cccs1,-0.1,5.0,101.0,-0.1,-3.0,-5.6,-13.7,96.0,3.0
COc1ccc(CN2CCN(C3CCOCC3)CC2CCO)c(C)c1C (configuration not stated),0.4,-2.0,96.0,-2.3,-5.0,9.2,-7.0,90.0,26.9
COc1ccc(-c2noc(CSc3nnc(Cc4ccccc4)n3-c3ccc(Cl)cc3)n2)cc1,0.0,10.8,101.0,-4.5,3.0,-30.9,4.8,101.0,11.3
O=C(COC(=O)c1cc(S(=O)(=O)Nc2ccccc2Cl)ccc1O)Nc1nc2ccccc2s1,·,0.1,102.0,-8.3,-3.0,-6.6,-8.2,93.0,20.2
CCOC(=O)c1cccc(NC(=O)CSc2nc(N)cc(N)n2)c1,-0.4,-15.6,99.0,2.0,-7.0,-30.9,0.0,96.0,18.9
COc1ccc(Oc2nnc(C)c3ccccc23)cc1,-1.1,-4.3,95.0,-5.4,-1.0,-16.1,5.8,97.0,8.5
CSc1cccc(NC(=O)C2CCCN(S(=O)(=O)c3ccc(F)cc3)C2)c1 (configuration not stated),-1.0,19.0*,114.0,-6.3,8.0,-12.0,33.7,115.0,-10.3
CN(C)C(=O)c1ccc(OCC(F)(F)F)nc1,-0.3,-9.3,92.0,2.7,-7.0,0.5,6.3,92.0,43.0
O=C1CN(C(=O)COC(=O)CNC(=O)c2ccccc2)c2ccccc2N1,0.2,-10.9,106.0,-4.8,1.0,-4.3,36.8,108.0,-4.4
CSCCC(C)N1CCC(Oc2ccc(C(=O)N3CCCC3)cc2)CC1 (configuration not stated),1.4,-10.0,105.0,-1.2,11.0,6.2,14.6,112.0,7.6
Nc1ccc(S(=O)(=O)NC2(C(F)(F)F)NC(=O)N(Cc3ccccc3)C2=O)cc1 (configuration not stated),1.1,-0.2,105.0,7.4,10.0,-8.0,5.4,106.0,39.2
COc1ccc(C=O)cc1COc1ccc(C)cc1[N+](=O)[O-],-2.9,31.4*,105.0,-0.8,7.0,5.8,0.0,105.0,50.0
O=C(CSc1nc2ccccc2nc1N1CCCC1)Nc1ccc(Cl)cc1,-1.5,-11.0,98.0,-3.6,-6.0,-9.7,-4.2,81.0,-5.6
CCN1CCN(c2cc(C)c3cc(NC(=S)N4CC(C)CC(C)C4)ccc3n2)CC1 (configuration not stated),·,-12.1,103.0,9.0,12.0,14.2,-3.5,130.0,20.3
Cn1c(=O)oc2cc(C(=O)c3ccccc3)ccc21,2.0,0.7,104.0,-19.0,6.0,-3.0,12.0,103.0,2.9
O=C(Nc1cc(S(=O)(=O)N2CCOCC2)ccc1N1CCOCC1)c1cnccn1,0.4,-11.8,92.0,-6.3,-4.0,-6.0,21.0,95.0,-2.2
Cc1cc(C)c2c(=O)[nH]n(C3CCCCCC3)c2n1,-0.7,-6.8,88.0,-4.7,-7.0,-1.4,-2.6,95.0,1.2
COC(=O)c1cc(C)sc1NC(=S)N1CCN(CCc2ccccc2)CC1,1.3,-6.3,97.0,3.4,1.0,-0.2,-10.7,103.0,21.3
Cc1onc(-c2ccccc2)c1C(=O)N/N=C/c1ccc(O)c([N+](=O)[O-])c1,·,-2.2,101.0,-2.2,3.0,-13.8,-6.3,108.0,17.0
COc1ccc(C(=O)Nc2c(C)csc2C(=O)O)cc1,-0.1,2.0,103.0,4.2,1.0,-2.4,4.5,99.0,46.4
CC(C)CN(C(=O)c1cc2ccccc2o1)c1c(N)n(CC(C)C)c(=O)[nH]c1=O,0.2,4.0,92.0,0.8,1.0,0.9,16.6,111.0,-13.9
CCOc1ccc2c(c1)N(C(=O)CN1C(=O)CCC1=O)C(C)(C)C=C2C,-2.3,-5.8,101.0,2.5,4.0,-19.6,11.2,102.0,20.9
C/C=C/c1c(F)c(F)c(Oc2ccc(C(=O)O)cc2)c(F)c1F,1.5,7.1,101.0,11.0,6.0,-36.4,-9.7,103.0,17.1
O=S(=O)(NCCSCc1ccc(Cl)c(Cl)c1)c1ccc2c(c1)OCCO2,0.3,-8.2,108.0,-10.3,7.0,1.2,·,112.0,·
COc1cc(SC)ccc1C(=O)NCCCOC(C)C,-0.3,11.5,100.0,-1.0,1.0,-11.0,19.0,100.0,2.8
SMILES,OXTR ag,GPR7 antagonist,MEKK3 PB1 HTS,M18AAP inhibitor,MEKK2mut PB1 HTS,DNA FID counter,NALP1 yeast inh,MEKK2 WT-MEK5,PHOSPHO1 inh
O=C(Nc1sc2c(c1C(=O)O)CCCCC2)c1cccnc1,-0.2,-10.8,101.0,8.8,7.0,-3.2,10.4,104.0,9.7
O=C(CC1C(=O)NCCN1Cc1cccc(Oc2ccccc2)c1)NCC1CCOCC1 (configuration not stated),-0.4,2.2,94.0,3.3,-2.0,-26.2,1.8,96.0,41.1
CC(C)CCc1noc(CN(CC2CCC2)CC2CCCO2)n1 (configuration not stated),0.0,-1.8,96.0,-6.1,1.0,-0.9,6.1,95.0,-24.7
O=C(Nc1nnc(C(F)(F)F)s1)c1cccnc1,2.1,-6.6,112.0,-6.7,6.0,-2.0,33.6,114.0,-14.1
CCOC(=O)c1c(NC(=O)CN2CCCCC2)sc2c1CCC(C=O)=C2Cl,-0.3,-8.7,104.0,17.0,5.0,-0.2,9.6,105.0,12.9
CCOC(=O)c1nc(N)c(=O)n(-c2ccccc2)n1,2.0,7.0,104.0,-3.0,8.0,0.3,17.1,114.0,24.9
O=C(N/N=C\c1cc(Br)c(Br)o1)C1COc2ccccc2O1 (configuration not stated),-1.1,-5.3,95.0,-8.2,-7.0,-10.4,-1.9,94.0,29.0
O=S(=O)(c1ccc(Cl)cc1)N1CCCN(c2ccc(C(F)(F)F)cn2)CC1,-0.8,10.0,92.0,-1.4,-4.0,-8.6,14.8,96.0,33.1
COc1cc(C(=O)Nc2ccccc2N2CCOCC2)ccc1OCc1c(C)noc1C,-0.5,-11.5,91.0,-4.8,-3.0,-36.6,30.9,92.0,18.9
Oc1cccc(C2c3[nH]c4ccccc4c3CCN2Cc2ccc3c(c2)CCO3)c1 (configuration not stated),-1.0,3.8,106.0,-12.8,-12.0,4.4,12.3,97.0,45.5
O=C(Cn1ccc2ccccc2c1=O)NCCC(=O)N1CCN(C(=O)c2ccco2)CC1,3.1,-10.1,·,-4.3,·,-6.3,·,·,·
